DAT uptake mod: modulates human dopamine transporter uptake under cocaine; Q01959; LLC-PK1 hDAT cells, [14C]-dopamine uptake with cocaine IC80; actives deviate in either direction; B-score at 10 µM; 1.3% of 110,000 active; AID 449768;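 active means Z score or B-score, a plate-position-corrected score, falls beyond the plate's 99.7% confidence bounds, in either direction; inactive means both scores lie inside the 99.7% bounds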;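 further: scored against the spread of the other compound wells on the same plate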
Target sequence (Q01959 whole entry, looked up): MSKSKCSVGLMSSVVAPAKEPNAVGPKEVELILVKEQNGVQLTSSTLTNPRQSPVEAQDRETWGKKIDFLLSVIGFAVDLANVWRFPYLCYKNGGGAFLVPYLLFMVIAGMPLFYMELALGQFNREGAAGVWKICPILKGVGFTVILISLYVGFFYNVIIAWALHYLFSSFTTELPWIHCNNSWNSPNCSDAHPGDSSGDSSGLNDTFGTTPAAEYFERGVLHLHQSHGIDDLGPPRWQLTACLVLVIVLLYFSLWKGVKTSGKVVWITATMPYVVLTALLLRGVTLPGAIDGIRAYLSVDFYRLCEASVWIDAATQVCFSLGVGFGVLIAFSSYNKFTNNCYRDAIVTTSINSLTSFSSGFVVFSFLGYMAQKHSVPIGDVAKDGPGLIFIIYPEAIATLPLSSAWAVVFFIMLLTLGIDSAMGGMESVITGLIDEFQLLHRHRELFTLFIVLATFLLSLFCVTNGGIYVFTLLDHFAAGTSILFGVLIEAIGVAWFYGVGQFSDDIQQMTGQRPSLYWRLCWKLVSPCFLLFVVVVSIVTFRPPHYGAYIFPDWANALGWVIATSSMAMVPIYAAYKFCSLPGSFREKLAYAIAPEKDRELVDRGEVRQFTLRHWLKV
HUVEC prolif 384: human endothelial cell proliferation inhibition; HUVEC proliferation, CellTiter-Glo luminescence, 72 h; hits give low values; 1.1% of 86,000 active; AID 648; viability, % at 10 µM (by protocol);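 active means viability at or below 30%; inactive means viability above 30%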;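 further: 100% = median luminescence of DMSO-only cell control wells on each plate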
PostGolgi yeast: growth inhibition of a yeast mutant, post-Golgi transport screen | AID 739 | post-Golgi transport phenotypic cell assay | inhibition, % at 10 µM | 0.9% of 98,000 active;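 further: yeast cells grown in 1536-well plates; yeast grown about 18 h at 30C before absorbance read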
S1P2 agonist: agonists of human S1P2 receptor | S1P2-expressing cell line, agonist reporter read-out | activation, % at 4.5 µM | 0.46% of 97,000 active | O95136; in the data active means activation above about 16%;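 further: 0% = vehicle low control and 100% = maximal reference agonist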
Target sequence (O95136 whole entry, looked up): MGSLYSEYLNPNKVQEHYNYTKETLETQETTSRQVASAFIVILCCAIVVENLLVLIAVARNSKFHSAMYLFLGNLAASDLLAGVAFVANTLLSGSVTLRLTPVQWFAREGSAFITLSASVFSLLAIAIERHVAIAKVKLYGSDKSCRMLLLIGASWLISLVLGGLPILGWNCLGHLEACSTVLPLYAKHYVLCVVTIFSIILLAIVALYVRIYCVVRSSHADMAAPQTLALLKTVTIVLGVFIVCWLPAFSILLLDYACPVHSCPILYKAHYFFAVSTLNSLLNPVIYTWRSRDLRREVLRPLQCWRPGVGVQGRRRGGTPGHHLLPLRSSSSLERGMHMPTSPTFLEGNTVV
Ecoli WT expand: blocks growth of wild type E. coli BW25113. OD600 absorbance. 0.15% of 98,000 active. growth inhibition, % at 100 µM. AID 710;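 active means growth inhibition above about 50% at one test dose, limit read from the data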;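 further: growth measured after 20 h incubation at 37 °C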
Fibroblast inh: blocks proliferation of human lung fibroblasts. LL 47 human lung fibroblast viability, ATP luminescence; hits give low values. viability, % at 10 µM. 1.1% of 85,000 active;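 active means viability at or below 50% in the single dose screen; inactive means viability above 50%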;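 further: compound exposure lasted 72 h before the ATP readout; 100% = median luminescence of untreated cell-only wells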
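material = human LL 47 lung fibroblast cells | dosing = compounds added from tenfold dosing solution, 0.1% DMSO final | timing = overnight cell rest, 72 h compound treatment at 37 °C | measured by = CellTiter-Glo luminescence measuring cellular ATP | evaluation = % viability versus median cells-only luminescence | control set = cell-only wells, no compound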
S1P2 antag: antagonists of human S1P2 receptor; O95136; cell-based S1P2 antagonist assay, inhibition at 5 uM; inhibition, % at 5 µM; 0.21% of 97,000 active; in the data active means inhibition above about 45%;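 further: CRE beta-lactamase reporter cells expressing human S1P2 stimulated with S1P; 0% = agonist at EC80 alone and 100% = agonist plus reference antagonist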
H69AR inhibit: growth inhibitors of human H69AR lung tumor cells; H69AR lung tumor viability, ATP luminescence, 72 h; hits give low values; viability, % at 10 µM; 6% of 85,000 active; AID 598;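 active means viability at or below 40%; inactive means viability above 40%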;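 further: multidrug resistant small cell line overexpressing MRP-1 efflux transporter; 100% = mean luminescence of untreated control wells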
PostGolgi ctrl: inhibits growth of the yeast control strain; efflux-deficient yeast background strain, growth absorbance A615, 16 h; inhibition, % at 10 µM; 5% of 98,000 active
* = called active by the depositor. Unless noted, no stated cut-off is given here; in the data, active means inhibition above about 30%; inactive means the rest.

Results for CCS(=O)(=O)c1ccc(C(=O)Nc2cccc(Cl)c2)c(Cl)c1Cl ?
DAT uptake mod: 0.78; PostGolgi yeast: 3; S1P2 agonist: -5; Ecoli WT expand: -14; S1P2 antag: 11; PostGolgi ctrl: -5

What do the screens show for `CCOC(=O)C(NC(=O)CC)(Nc1sc2c(c1C(=O)OC)CCN(C)C2)C(F)(F)F` (configuration not stated)?
DAT uptake mod: -1.1; HUVEC prolif 384: 100; PostGolgi yeast: 6; S1P2 agonist: 0; Ecoli WT expand: 5; Fibroblast inh: 90; S1P2 antag: 5; H69AR inhibit: 100; PostGolgi ctrl: -3

Results for COc1ccc(/C=N/NC(=O)c2ccccc2O)cc1Cn1cc(Cl)cn1 ?
DAT uptake mod: -0.32; PostGolgi yeast: -8; S1P2 agonist: -4; Ecoli WT expand: 1; S1P2 antag: -5; PostGolgi ctrl: 3

How did CCc1ccc2[nH]c(=O)c(C3C(C#N)=C(N)Oc4c3ccc3cccnc43)cc2c1 (configuration not stated) do in these assays?
DAT uptake mod: 2.4; HUVEC prolif 384: 57; PostGolgi yeast: -8; S1P2 agonist: -5; Ecoli WT expand: -3; Fibroblast inh: 70; S1P2 antag: -8; H69AR inhibit: 0.8*; PostGolgi ctrl: 7

Results for Cc1cc(N2CCOCC2)ncc1[N+](=O)[O-] ?
DAT uptake mod: -0.064; PostGolgi yeast: -1; S1P2 agonist: -7; Ecoli WT expand: 8; S1P2 antag: -9; PostGolgi ctrl: 9

What do the screens show for `CC1CN(c2nc3ccccc3nc2C(C#N)C(=O)NC2CCCCC2)CC(C)O1` (configuration not stated)?
DAT uptake mod: -0.014; HUVEC prolif 384: 98; Fibroblast inh: 89; H69AR inhibit: 67

How did CCOC(=O)N1CCN(c2c(NCC3CCN(Cc4cccc(C)c4)CC3)c(=O)c2=O)CC1 do in these assays?
DAT uptake mod: 0.32; HUVEC prolif 384: 126; PostGolgi yeast: 4; Ecoli WT expand: -4; Fibroblast inh: 98; H69AR inhibit: 100; PostGolgi ctrl: 7

How did Cc1ccccc1SCc1noc(C(=O)NC(C)C)c1C(=O)O do in these assays?
DAT uptake mod: -0.15; PostGolgi yeast: 7; S1P2 agonist: -6; Ecoli WT expand: 1; S1P2 antag: 9; PostGolgi ctrl: -7

How did COc1ccc(-n2nnnc2Sc2ccc(S(=O)(=O)N3CCOCC3)cn2)cc1 do in these assays?
DAT uptake mod: -0.068; HUVEC prolif 384: 93; Fibroblast inh: 98; H69AR inhibit: 66

What do the screens show for `CCc1noc(N)c1C(=O)Nc1ccc(F)c(Cl)c1`?
DAT uptake mod: 0.042; HUVEC prolif 384: 96; PostGolgi yeast: -3; S1P2 agonist: -6; Ecoli WT expand: 7; Fibroblast inh: 95; S1P2 antag: -9; H69AR inhibit: 80; PostGolgi ctrl: -1

Results for O=C(COc1ccc(/C=N/NS(=O)(=O)c2ccccc2)cc1)Nc1ccccc1 ?
PostGolgi yeast: 0; S1P2 agonist: -5; Ecoli WT expand: 0; S1P2 antag: -3; PostGolgi ctrl: 0

How did Cc1ccccc1C(=O)Oc1ccccc1C(=O)N1CCOCC1 do in these assays?
DAT uptake mod: -1; HUVEC prolif 384: 78; S1P2 agonist: 0; Fibroblast inh: 93; S1P2 antag: -6; H69AR inhibit: 87

How did CCOC(=O)c1[nH]c2ccccc2c1NC(=O)CC do in these assays?
HUVEC prolif 384: 89; PostGolgi yeast: -8; S1P2 agonist: -9; Ecoli WT expand: -2; Fibroblast inh: 91; S1P2 antag: 8; H69AR inhibit: 89; PostGolgi ctrl: 12

What do the screens show for `Brc1ccc2[nH]c3c(N4CCc5ccccc5C4)ncnc3c2c1`?
DAT uptake mod: 1.1; HUVEC prolif 384: 55; PostGolgi yeast: 42*; S1P2 agonist: 3; Ecoli WT expand: -19; Fibroblast inh: 78; S1P2 antag: 33; H69AR inhibit: 6.3*; PostGolgi ctrl: 76*

Results for Cc1nc(C#N)c(NCc2ccc3c(c2)OCO3)o1 ?
DAT uptake mod: -0.45; HUVEC prolif 384: 93; PostGolgi yeast: -5; S1P2 agonist: -4; Ecoli WT expand: -11; Fibroblast inh: 95; S1P2 antag: -3; H69AR inhibit: 88; PostGolgi ctrl: 3

What do the screens show for `CCN1C(=O)CC(Sc2ccccc2C(=O)O)C1=O` (configuration not stated)?
DAT uptake mod: -0.34; HUVEC prolif 384: 94; PostGolgi yeast: 1; S1P2 agonist: -7; Ecoli WT expand: -4; Fibroblast inh: 105; S1P2 antag: 1; H69AR inhibit: 96; PostGolgi ctrl: 1

Results for CCOC(=O)C1=C(CSc2nccn2C)NC(=O)NC1c1ccc(OC)cc1 (configuration not stated) ?
DAT uptake mod: 0.29; HUVEC prolif 384: 113; PostGolgi yeast: 0; S1P2 agonist: -1; Ecoli WT expand: 2; Fibroblast inh: 97; S1P2 antag: 13; H69AR inhibit: 83; PostGolgi ctrl: 2

What do the screens show for `COc1ccccc1-c1cc(C(=O)N/N=C/c2sccc2C)c2ccccc2n1`?
DAT uptake mod: 0.5; PostGolgi yeast: 0; S1P2 agonist: -8; Ecoli WT expand: -18; S1P2 antag: 10; PostGolgi ctrl: 48*

What do the screens show for `CCC1(C)Cc2ccccc2-c2nc(NCCO)n(-c3ccccc3)c(=O)c21` (configuration not stated)?
DAT uptake mod: 1.2; HUVEC prolif 384: 113; S1P2 agonist: -2; Fibroblast inh: 97; S1P2 antag: -2; H69AR inhibit: 63

Results for COc1ccc2nc(NC(=O)CSc3nnc4n3C(C)(C)Cc3ccccc3-4)sc2c1 ?
DAT uptake mod: 0.14; HUVEC prolif 384: 74; PostGolgi yeast: -6; S1P2 agonist: -6; Ecoli WT expand: -2; Fibroblast inh: 79; S1P2 antag: -7; H69AR inhibit: 57; PostGolgi ctrl: -3

How did CCOC(=O)c1sc2nc(CC(=O)OC)nc(NCCN(CC)CC)c2c1C do in these assays?
DAT uptake mod: 1.3; HUVEC prolif 384: 74; PostGolgi yeast: -11; S1P2 agonist: -2; Ecoli WT expand: 4; Fibroblast inh: 91; S1P2 antag: 19; H69AR inhibit: 76; PostGolgi ctrl: 4

What do the screens show for `Clc1ccc(OCc2nn3c(-c4ccco4)nnc3s2)c(Cl)c1`?
DAT uptake mod: -0.83; HUVEC prolif 384: 102; PostGolgi yeast: 6; S1P2 agonist: -10; Ecoli WT expand: 6; Fibroblast inh: 94; S1P2 antag: -5; H69AR inhibit: 34*; PostGolgi ctrl: 0

What do the screens show for `O=c1[nH]c2ccccc2n2c(-c3ccncc3)nnc12`?
DAT uptake mod: 0.9; PostGolgi yeast: -3; S1P2 agonist: -3; Ecoli WT expand: 5; S1P2 antag: 9; PostGolgi ctrl: 0

Results for O=C(CN(CCc1ccccc1)C(=O)CN1C(=O)COc2ccccc21)NCc1ccco1 ?
DAT uptake mod: 0.25; HUVEC prolif 384: 84; PostGolgi yeast: 0; S1P2 agonist: -6; Ecoli WT expand: -5; Fibroblast inh: 98; S1P2 antag: -9; H69AR inhibit: 63; PostGolgi ctrl: 25

How did CCN(CC)CCCN(Cc1cc2cc(OC)ccc2[nH]c1=O)C(=O)Nc1ccc(F)cc1 do in these assays?
HUVEC prolif 384: 87; PostGolgi yeast: 2; S1P2 agonist: -1; Ecoli WT expand: -5; Fibroblast inh: 95; S1P2 antag: -19; H69AR inhibit: 57; PostGolgi ctrl: -4

Results for Nc1nonc1C(=O)NCCNCc1ccccc1 ?
DAT uptake mod: -0.014; PostGolgi yeast: 2; S1P2 agonist: -5; Ecoli WT expand: 0; S1P2 antag: -10; PostGolgi ctrl: -1

Results for Cn1cc(C(=O)c2ccc(F)cc2)cc1-c1nc2ccccc2n1C ?
DAT uptake mod: 0.88; HUVEC prolif 384: 85; PostGolgi yeast: -7; S1P2 agonist: -10; Ecoli WT expand: 2; Fibroblast inh: 108; S1P2 antag: -3; H69AR inhibit: 60; PostGolgi ctrl: 12

How did Cc1cc(C)n(-c2nc(-c3cccc(Cl)c3)cs2)n1 do in these assays?
DAT uptake mod: 0.31; HUVEC prolif 384: 80; PostGolgi yeast: -2; S1P2 agonist: -7; Ecoli WT expand: -1; Fibroblast inh: 92; S1P2 antag: 4; H69AR inhibit: 45; PostGolgi ctrl: -1

How did O=C1CN(C(=O)CC2c3ccccc3-c3ccccc32)CC(=O)N1 do in these assays?
DAT uptake mod: -0.29; HUVEC prolif 384: 101; PostGolgi yeast: -10; S1P2 agonist: -3; Ecoli WT expand: 4; Fibroblast inh: 101; S1P2 antag: 30; H69AR inhibit: 101; PostGolgi ctrl: 20

How did CCOC(=O)c1sc(=S)n(-c2ccccc2)c1SC do in these assays?
DAT uptake mod: 0.5; PostGolgi yeast: 19; S1P2 agonist: -2; Ecoli WT expand: 3; S1P2 antag: -5; PostGolgi ctrl: 13

What do the screens show for `Cc1cc(C)nc(N(C#N)Cc2ccccc2Cl)n1`?
DAT uptake mod: -0.032; HUVEC prolif 384: 93; PostGolgi yeast: 5; S1P2 agonist: 1; Ecoli WT expand: -4; Fibroblast inh: 94; S1P2 antag: -6; H69AR inhibit: 106; PostGolgi ctrl: 8

How did COc1ccc(CNC(=O)/C=C/c2ccc(OCCCF)cc2)cc1OC do in these assays?
DAT uptake mod: 1.2; PostGolgi yeast: -10; S1P2 agonist: -4; Ecoli WT expand: 4; S1P2 antag: -1; PostGolgi ctrl: 1

What do the screens show for `O=C(NCC(=O)N(Cc1ccco1)C(C(=O)NC1CCCC1)c1cccnc1)c1ccco1` (configuration not stated)?
DAT uptake mod: -0.087; HUVEC prolif 384: 104; S1P2 agonist: -4; Fibroblast inh: 96; S1P2 antag: -22; H69AR inhibit: 100

What do the screens show for `CCCCCCn1c(NCC)nc2c1c(=O)n(C)c(=O)n2C`?
DAT uptake mod: -1; HUVEC prolif 384: 80; PostGolgi yeast: 8; S1P2 agonist: -3; Ecoli WT expand: -11; Fibroblast inh: 86; S1P2 antag: 16; H69AR inhibit: 62; PostGolgi ctrl: 8

What do the screens show for `Cc1cc(C)nc(SCCc2ccncc2)n1`?
DAT uptake mod: -0.27; PostGolgi yeast: -3; Ecoli WT expand: -4; PostGolgi ctrl: 0

What do the screens show for `O=c1[nH]c2cc(Br)cnc2nc1/C=C(\O)c1ccc(F)cc1`?
DAT uptake mod: 0.046; PostGolgi yeast: -1; S1P2 agonist: -2; Ecoli WT expand: -15; S1P2 antag: 4; PostGolgi ctrl: 8

How did CCNCC(O)COCC(O)CNCC (configuration not stated) do in these assays?
DAT uptake mod: -0.84; PostGolgi yeast: 1; S1P2 agonist: -5; Ecoli WT expand: 0; S1P2 antag: 0; PostGolgi ctrl: -2

Results for O=S(=O)(CCN1CCN(C(c2ccccc2)c2ccccc2)CC1)C(F)(F)F ?
DAT uptake mod: -0.032; HUVEC prolif 384: 79; PostGolgi yeast: 13; S1P2 agonist: -4; Ecoli WT expand: 20; Fibroblast inh: 73; S1P2 antag: 25; H69AR inhibit: 4.4*; PostGolgi ctrl: 16

Results for Cc1c(CCO)c(=O)n(C)n1C(=O)c1ccc(Cl)cc1 ?
DAT uptake mod: -1; PostGolgi yeast: 5; S1P2 agonist: -5; Ecoli WT expand: 4; S1P2 antag: 17; PostGolgi ctrl: 1

How did Cc1ccc(N2C(=O)c3n[nH]c(C)c3C2c2ccco2)cc1 (configuration not stated) do in these assays?
DAT uptake mod: -0.59; HUVEC prolif 384: 94; PostGolgi yeast: 8; S1P2 agonist: -1; Ecoli WT expand: 5; Fibroblast inh: 97; S1P2 antag: 8; H69AR inhibit: 96; PostGolgi ctrl: 4

Results for COc1ccc(NC(=O)N(CCN2CCCC2)Cc2cc3cc(OC)c(OC)cc3[nH]c2=O)cc1 ?
PostGolgi yeast: 13; S1P2 agonist: -4; Ecoli WT expand: 4; S1P2 antag: -9; PostGolgi ctrl: 1
